TROY signal inh – inhibitors of TROY-driven NF-kB signaling, primary screen, Q293 LMP1-TROYcd cells, NF-kB luciferase, uHTS; Q293 LMP1-TROYcd NF-kB luciferase reporter, 4 h; inhibition, % at 10 µM; 360,000 compounds, 0.98% hits; AID 1347056, 2019;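 active = compounds whose plate-normalised and pattern-corrected inhibition of the luciferase reporter signal at the single screening dose is 50% or more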
Shn3 3UTR inh – reduction of Shn3 3'UTR firefly luciferase signal, primary screen, Schnurri-3 inhibitor project, cell-based, Clone20 osteoblasts, set 2; Clone20 osteoblast Shn3 3'UTR firefly luciferase, 24 h; inhibition, % at 12.5 µM; 360,000 compounds, 0.52% hits; AID 588674, 2011;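 active = mean inhibition of at least 75% with every replicate also reaching 75%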;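 note: 0% = median of neutral control wells and 100% = pilot-screen positive control compound; some compounds past the cut are filed as inactive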
C8 TRAIL sens – viability loss with TRAIL in NB7+C8 cells, primary screen, TRAIL sensitizer project, cell-based, ATPlite luminescence. 360,000 compounds, 1% hits. inhibition (viability loss, TRAIL sensitization), % at 10 µM;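 active = compounds causing at least 50% loss of cell viability in the single-dose screen, relative to plate controls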
TRPM1 prom inh – inhibitors of MITF-dependent TRPM1 promoter reporter, primary screen, cell-based, SK-MEL-5, single point, luciferase | AID 488899, 2010 | 330,000 compounds, 0.83% hits | SK-MEL-5 TRPM1 promoter luciferase, 24 h | inhibition, % at 12.5 µM;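 active = mean inhibition across replicates of 60% or more, whatever share of single replicates reaches that level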; note: values of inactives mirror those of a sister screen read the other way
HIF-2a block – HIF-2a reporter inhibitors, primary screen, luminescence, 786-0 RCC cells. 786-0 RCC cells HIF-2a reporter, luciferase luminescence, overnight. inhibition, % at 18.8 µM. 360,000 compounds, 0.72% hits. AID 624352, 2012;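 active = inhibition of the luminescence signal of 40% or more relative to plate controls, in a single-dose primary screen at 18.75 µM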
TWEAK-Fn14 inh – inhibitors of TWEAK-Fn14 signaling, primary screen, luciferase reporter cells, uHTS; TWEAK-stimulated Fn14 reporter cells, luciferase luminescence, 8 h; inhibition, % at 10 µM; 360,000 compounds, 2% hits; in the data active = inhibition above about 50%
NR2E3 ag-1 – NR2E3 agonists in two-hybrid cells, primary screen, cell-based, luminescence, CHO-S, Gal4-NCOR/VP16-NR2E3. luciferase. inhibition of corepressor binding, % at 3.98 µM. 360,000 compounds, 0.35% hits. AID 602229, 2012;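 active = inhibition above the mean of all tested compounds plus 3 SD, cut at about 70% in these data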;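 note: 0% = DMSO with NR2E3 transfected cells and 100% = cells lacking NR2E3 construct; higher means lower luciferase signal from less NR2E3 corepressor binding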
Target sequence (Q9Y5X4 whole entry, looked up, the tested form may be a part): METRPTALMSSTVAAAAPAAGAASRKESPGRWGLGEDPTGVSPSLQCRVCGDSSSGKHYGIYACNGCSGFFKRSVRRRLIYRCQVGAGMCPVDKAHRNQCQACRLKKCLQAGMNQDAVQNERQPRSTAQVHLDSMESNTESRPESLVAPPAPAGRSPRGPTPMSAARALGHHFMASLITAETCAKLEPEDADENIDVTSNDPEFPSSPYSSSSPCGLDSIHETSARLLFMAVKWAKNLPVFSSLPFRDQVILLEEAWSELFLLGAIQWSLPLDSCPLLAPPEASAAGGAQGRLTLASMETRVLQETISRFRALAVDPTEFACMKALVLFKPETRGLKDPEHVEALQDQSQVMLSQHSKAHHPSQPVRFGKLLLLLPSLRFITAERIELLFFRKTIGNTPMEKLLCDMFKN
Peg3 prom inh – Peg3 promoter-driven luciferase inhibitors, primary screen, cell-based, HeLa, luciferase luminescence | HeLa PEG-Prom luciferase reporter, overnight | inhibition, % at 20 µM | 360,000 compounds, 1.7% hits;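 active = inhibition of at least 50% at 20 µM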
KKLEB tox – cytotoxicity in KKLEB CF airway cells, primary screen, cytotoxicity control for CF NF-kB inhibitor project, cell-based, uHTS, fluorescence assay plates | activity change (cytotoxicity), % at 5 µM | 360,000 compounds, 0.36% hits | KKLEB CF airway cells viability, ATPlite luminescence, overnight; hits give low values; cells stimulated with P. aeruginosa culture filtrate;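 active = corrected activity change at or below -50% at 5 µM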
CF NFkB inh – inhibitors of PAF-induced NF-kB signaling, primary screen, cell-based, GFP fluorescence, uHTS | AID 588850, 2011 | 360,000 compounds, 0.86% hits | inhibition, % at 5 µM | KKLEB NF-kB-GFP reporter, GFP fluorescence overnight;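 active = at least 50% inhibition at 5 µM, scaled per plate between neutral and stimulator controls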;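 note: PAF is a Pseudomonas aeruginosa culture filtrate used as stimulus; plate controls were PAF-stimulated DMSO wells for no effect and unstimulated DMSO wells for full effect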
NR2E3 ag-2 – inhibitors of NR2E3-RetCOR corepressor binding, primary screen, NR2E3 agonist project, biochemical, TR-FRET, GST-NR2E3, biotin-RetCOR; AID 2300, 2010; 1536-well; Photoreceptor-specific nuclear receptor (Homo sapiens), Q9Y5X4; inhibition of corepressor binding, % at 4.78 µM; 320,000 compounds, 0.12% hits;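 active = percent inhibition above the cutoff of mean plus 3 SD of all tested compounds, set per screening campaign, cut at about 20% in these data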;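 note: 0% = DMSO wells and 100% = biotin wells as full block of FRET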
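Test system – NR2E3–RetCOR corepressor complex · Quantity – NR2E3 fusion 1.35 nM · Buffer or medium – Tris pH 7.5 · Incubation – Compound–protein incubation for 5 h at 4 °C · Technique – TR-FRET, Eu(K)-anti-GST donor, streptavidin-D2 acceptor, ex 340, em 617/671 nm · Evaluation – percent inhibition of 671/617 nm emission ratio versus biotin and DMSO controls · Plate – 1536-well format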
* hit, by the source's call; x = not tested or not shown; & = joins results of further samples.

The line under a structure holds: TROY signal inh	Shn3 3UTR inh	C8 TRAIL sens	TRPM1 prom inh	HIF-2a block	TWEAK-Fn14 inh	NR2E3 ag-1	Peg3 prom inh	KKLEB tox	CF NFkB inh	NR2E3 ag-2
1) CCOc1ccc(NC(=O)C(=O)NCCN2CCN(S(=O)(=O)c3ccc(C)cc3)CC2)cc1
    13	40	-2	x	1	-21	-25	17	6	-16	8
2) CC(=O)Nc1ccc(C(=O)NNC(=O)c2csc(N3CCOCC3)n2)cc1
    8	5	1	x	-5	-3	-6	7	6	-31	x
3) O=C(CCc1nc2ccccc2c(=O)[nH]1)NCC(=O)Nc1ccc(F)c(F)c1
    -6	-3	23	11	12	-1	12	18	14	4	1
4) CCc1ccc(CNC(=O)CCCC(=O)n2nc(C)c3ccccc32)cc1
    -7	-11	-6	0	-5	-25	10	-2	-1	-14	-1
5) Cc1ccc([C@H]2N[C@]3(CCCN(Cc4ccc(Cl)cc4)C3=O)[C@H]3C(=O)N(Cc4ccccc4)C(=O)[C@@H]23)cc1
    1	9	-3	x	7	6	-44	23	-15	-2	x
6) FC(F)(F)c1cc(Cl)c2nc(-c3ccco3)c(Cc3ccccc3C(F)(F)F)n2c1
    -3	x	1	x	21	6	-8	x	x	x	x
7) COc1ccc(NC(=O)CNC(=O)C23CC4CC(CC(C4)C2)C3)c(OC)c1
    8	-4	-14	2	11	20	1	6	17	1	0
8) COC(=O)c1c(NC(=O)COC(=O)c2ccccn2)sc(C)c1C
    -4	10	13	2	-3	-4	6	-15	0	3	2
9) O=C(CCN1C(=O)C2C3CC(C(Br)C3Br)C2C1=O)OCC(=O)c1cccc([N+](=O)[O-])c1 (stereo unspecified)
    12	-50	-6	-4	14	9	-3	7	4	8	0
10) COc1ccc(-c2nc3c(c(SCC(=O)N4CCOCC4)n2)Cc2c(CO)cnc(C)c2O3)cc1
    -3	10	6	5	2	25	5	54*	1	7	3
11) COc1ccc(C)cc1S(=O)(=O)Nc1cccc(Cl)c1
    -12	6	4	-2	11	5	-17	28	6	7	2
12) O=c1/c(=C/c2ccccn2)sc2nc3ccccc3n12
    13	-11	54*	-13	-114	-19	-118	-4	-17	-20	1
13) CCOc1nc(-c2ccccc2)ccc1-c1noc(COc2ccccc2)n1
    x	-1	-4	1	-3	8	-18	-16	6	2	2
14) COc1ccc(N2CCN(C(=S)NC(=O)c3cccs3)CC2)c([N+](=O)[O-])c1
    4	5	14	21	19	-4	1	14	-3	-11	-1
15) CC(C)OC(=O)c1cc2c(=O)[nH]c(C(Cl)(Cl)Cl)nc2o1
    4	-36	-4	20	9	-10	-5	1	-8	-17	-1
16) CCOC(=O)c1ccc(NC(=O)c2cc(F)c(F)cc2Cl)cc1
    -32	-9	-1	-15	-51	-16	-31	-83	0	-10	3
17) CCOC(=O)N1CCN(C(=O)C(CC(C)C)NS(=O)(=O)c2ccc(C)cc2)CC1 (stereo unspecified)
    5	-6	-12	3	-4	3	-4	10	10	14	1
18) Cc1ccc(NC(=O)CCN2C(=O)C3CC=CCC3C2=O)cc1Cl (stereo unspecified)
    -12	-2	7	-11	-41	-28	26	-48	17	-8	1
19) CC(OC(=O)c1ccccc1NS(=O)(=O)c1cccc(C(F)(F)F)c1)C(=O)N(C)Cc1ccccc1 (stereo unspecified)
    17	1	-13	-3	16	35	8	32	9	6	2
20) O=S(=O)(NCc1ccccc1Cl)c1ccc(-n2cccn2)cc1
    16	3	-11	3	6	-9	10	3	-6	14	2
21) Cc1cccc(C)c1C(O)c1ncc(-c2cccc(C(F)(F)F)c2)[nH]1 (stereo unspecified)
    12	-23	-20	x	8	5	6	12	0	15	x
22) O=C(CSc1ncnc2c1cnn2-c1ccccc1)NC1CCS(=O)(=O)C1 (stereo unspecified)
    -16	-13	-31	10	-24	8	-5	-12	-2	-2	2
23) O=S1(=O)CC(N2CCN(Cc3ccccc3F)CC2)CN1Cc1cn(Cc2ccccc2)nn1 (stereo unspecified)
    -7	x	-2	x	8	5	-16	x	x	x	x
24) Cc1cccc(C)c1NC(=O)CNC(=O)C(C)N1CCN(c2cccc(Cl)c2)CC1 (stereo unspecified)
    -6	13	10	3	10	-24	5	16	-4	-15	4
25) CCCN1CCC(NC(=S)Nc2ccc(OC)c(OC)c2)CC1
    2	-9	-4	33	7	-3	6	-3	3	23	2
26) CCOC(=O)[C@@H]1[C@H]2COc3ccccc3[C@@H]2N2C(=O)N(c3cccc(Cl)c3)C(=O)[C@]12C
    10	-1	3	-5	5	6	-21	11	-11	4	4
27) O=C(COC(=O)CCC(=O)c1ccc(Cl)cc1)NCc1ccco1
    5	13	-1	-5	12	1	20	-10	4	9	1
28) COc1ccc(C)cc1NC(=O)CNC(c1ccccc1)c1ccccc1
    8	8	-9	3	16	11	-1	28	1	17	-2
29) O=C(O)c1c(Cl)c(Cl)c(Cl)c(Cl)c1C(=O)N1CCOCC1
    14	-10	-18	-9	2	1	-29	12	12	-8	-1
30) COc1cccc(C(=O)/C(C#N)=N/Nc2cccc(-c3ccnc(C)n3)c2)c1
    32	7	6	-71	23	-17	7	38	-17	42	2
31) CNC(=O)c1cc(C(=O)c2ccccc2C(F)(F)F)c[nH]1
    6	7	2	7	11	5	-13	9	1	1	-1
32) C[n+]1c2n(c3ccccc31)N=C(c1ccccc1)CS2
    5&-37	20&28	26&28	19&37	11&-2	-38&-60	-21&-4	5&2	13&-5	-44&-10	-2&2
33) COC(=O)Nc1ccc2c(c1)N(C(=O)CCN1CCOCC1)c1ccccc1S2
    -15	4	-8	4	7	-2	6	11	-19	21	8
34) Cc1ccc(S(C)(=O)=O)cc1C(=O)N1CC(C(N)=O)Oc2ccccc21 (stereo unspecified)
    -9	-2	4	1	-1	4	18	-16	6	1	0
35) COC(=O)CNc1ccc2c(c1)OCO2
    4	-1	-4	-4	-24	-20	-19	-28	4	-6	-2
36) CCC(=O)NC(c1ccc([N+](=O)[O-])cc1)c1c(O)ccc2ccccc12 (stereo unspecified)
    30	-10	1	2	5	5	-15	16	-5	-3	-2
37) COC(=O)C1=C(N)OC2=C(C(=O)CC(C)(C)C2)C1c1ccccc1OCC#N (stereo unspecified)
    16	13	-6	11	13	13	-4	8	4	-26	1
38) CN(C)CC(=O)N1CCc2ccccc2C1
    -3	-36	-7	4	15	2	-27	12	-1	-8	0
39) O=C(NCCc1nc2ccc(Cl)cc2[nH]1)C1CCC(=O)N(Cc2cccc(F)c2)C1 (stereo unspecified)
    -19	19	-5	10	7	1	0	24	2	-20	3
40) Oc1ccc(NCc2ccccc2OCc2ccccc2F)cc1
    -30	-4	-5	-10	1	-6	3	-25	4	1	3
41) COc1cc2c(N3CCOCC3)cc(O)c(CC(=O)Nc3ccccc3)c2cc1OC
    0	16	-19	11	1	12	-28	1	0	-21	1
42) CCN1CCN(C(c2ccccc2)c2sc3nc(C)nn3c2O)CC1 (stereo unspecified)
    6	0	-8	x	5	5	-4	-6	14	-12	-2
43) CCOC(=O)c1c(NC(=O)C(=O)N/N=C/c2ccc(O)c(OC)c2)sc2c1CCCCC2
    21	-23	-5	-18	9	38	-47	1	-3	7	0
44) O=C(CCCCCN1C(=O)CCC1=O)Nc1ccc(Br)cc1F
    -5	-3	-1	-8	-5	-1	-1	-5	2	2	3
45) O=C1C2CCCN2C(=O)N1CCCCN1CCN(c2ccc(F)cc2)CC1 (stereo unspecified)
    13	12	2	7	9	10	4	5	2	-8	-1
46) COc1ccc(S(=O)(=O)N2CCN=C2SCc2cccc(C)c2)cc1
    3	-1	3	2	13	-7	16	17	-5	24	-1
47) CC(=O)Nc1ccc(C(=O)OCC(=O)Nc2c(F)cccc2F)cc1
    2	-2	9	8	13	-5	8	2	-5	11	0
48) CCOc1ccc(C=NC23CN4CN(CN(C4)C2)C3)cc1
    -30	-7	-19	5	-10	-4	6	-40	-3	4	0
49) COc1cc(/C=N\NC(C)=O)ccc1OC/C=C/c1ccccc1
    9	32	8	11	4	-6	-9	14	5	-29	x
50) CCN(CC)C1Oc2cc3c(cc2C(c2cccc(OC)c2O)C1C)OCO3 (stereo unspecified)
    8	14	14	3	19	17	-10	25	7	12	x
51) CC1(C)Cc2c(cnn2-c2ccccc2)C(NC(=O)CCCn2cncn2)C1 (stereo unspecified)
    -23	-8	6	-11	-65	-1	-19	-54	-6	13	x
52) Cc1cccc(C)c1NC(=O)CN(C)C(=O)c1ccc(NS(=O)(=O)c2ccc3[nH]c(=O)[nH]c3c2)cc1
    7	6	-1	2	7	4	3	29	0	-16	-5
53) O=S(N1CCCCC1)C12CC3CC(CC(C3)C1)C2 (stereo unspecified)
    -5	-18	-4	2	15	-2	20	20	-1	14	1
54) CCCCCCn1c(=O)n2n(c1=O)C[C@]1(OC(=O)NC3CC3)CN(S(=O)(=O)c3ccc(C)cc3)C[C@]1(O)C2
    12	14	11	x	7	5	-7	-12	5	-1	x
55) CCN(CC)C(=O)CN(c1cc2c(cc1OC)oc1ccccc12)S(=O)(=O)c1ccc(C)cc1
    6	6	-3	9	27	23	34	26	-12	5	-2
56) Cc1sc(NC(=O)c2c(F)cccc2F)nc1-c1ccccc1
    -30	10	8	-2	-11	-28	-12	-17	4	-3	1
57) CCN(CC)C(=O)C1=C(C)N(CCCN2CCCC2=O)C(=O)C(CC(=O)NCC2CCCCC2)C1 (stereo unspecified)
    -1	-31	-9	x	-1	19	15	13	4	0	x
58) CC(=O)OCn1nnc2ccccc2c1=O
    -4	-2	-6	-4	12	-12	-18	-7	1	3	-1
59) Nc1cc(=O)[nH]c(SCC(=O)Nc2cccnc2Cl)n1
    18	-12	9	-3	1	24	2	4	6	-12	3
60) COC(=O)CSc1nsc(SCC(=O)OC)n1
    -7	18	-7	2	-8	10	16	-9	9	-1	-2
61) Cc1cc(NC(=O)c2ccc(Cl)cc2Cl)no1
    -40	-72	34	-76	-222	6	-89	-227	-3	-6	-2

These rows are one share of the data; rates above refer to the full screens.
